Screening data as filed in PubChem.
PAX8 reporter: inhibitors of PAX8-driven TPO luciferase reporter, primary screen, RMG-I cells, single concentration; SteadyGlo, 24 h; inhibition, % at 12.6 µM; hit rate 1.2% among 360,000; AID 652154, 2013;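 active = mean replicate inhibition at least 60% with every replicate also reaching 60%; inconclusive = only one of the two criteria is met; inactive = mean below 60% and not all replicates reaching 60%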;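 note: luciferase light reporting Pax8 driven TPO promoter activity; plate controls were median of neutral control wells for no effect and mitoxantrone controls for full effect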
Xi reactivation: activators of inactive X chromosome reactivation, primary screen, imaging, XiGFP fibroblasts, GFP high-content imaging, set 2 | AID 743238, 2013 | activation, % at 7.58 µM | hit rate 0.055% among 360,000 | XiGFP mouse fibroblasts, % GFP-positive cells imaging, 3 d; cells co-treated with 5-aza-dC sensitizer; scaled so ellipticine positive control = 100%;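 active = mean normalized replicate activation at least 10% and every replicate at or above 10%; inconclusive = only one of the two criteria met; inactive = mean below 10% and not all replicates reach 10%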;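 note: 0% = median of on-plate neutral control wells and 100% = ellipticine 6 µM median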
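Material: XiGFP fibroblasts, SV40-immortalized; Buffer or medium: DMEM containing 5-aza-dC; Compound dosing: single point; Times: 3 days compound exposure.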
DENV2 CPE rescue: inhibitors of DENV2 cytopathic effect, primary screen, cell-based, plate reader, single concentration | CPE inhibition, % at 9.99 µM | hit rate 1.7% among 350,000 | DENV2-infected cells, cytopathic effect rescue; in the data active = CPE inhibition above about 20%, passing the limit was not always enough; inconclusive = no clear call, values can overlap the other calls; tested in BHK-21 cells;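 note: 0% = median of neutral control wells and 100% = median of positive control wells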
EWS-Fli block: EWS/Fli-driven NR0B1 reporter inhibitors, primary screen, A673 cells, NR0B1 luciferase, luminescence, MLPCN library; viability-normalised; inhibition, % at 12.6 µM; hit rate 0.67% among 350,000;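 active = mean inhibition of at least 50% after viability correction, with every replicate also passing that limit; inconclusive = mean reaches 50% but only one of two replicates passes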;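 note: firefly luciferase signal divided by Alamar Blue viability fluorescence both relative to DMSO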
ARNT-TACC3 inh: disruptors of ARNT/TACC3 protein interaction, primary screen, biochemical, AlphaScreen, single concentration | Transforming acidic coiled-coil-containing protein 3 (Homo sapiens), Q9Y6A5 | AlphaScreen His-ARNT PAS-B/GST-TACC3 binding, luminescence; TACC3 fragment carries E629A point mutation | inhibition, % at 9.99 µM | hit rate 0.66% among 390,000;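 active = mean inhibition of replicates at least 50% and at least half of replicates each reaching 50%; inconclusive = half or more replicates reach 50% but mean below 50%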;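 note: 0% = complete ARNT plus TACC3 wells and 100% = ARNT alone without TACC3; many hits fall short of the cut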
CFTR F508del cor: F508del CFTR correction, initial screen, CFBE line, single point; CFBE cells, YFP halide quenching; stimulated with forskolin plus potentiator P3; % fluorescence drop versus neutral controls; activity (quench increase), % at 7.58 µM; hit rate 0.36% among 350,000;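 active = mean added fluorescence quench of at least 8% versus neutral control, with both replicates also reaching 8%; inconclusive = only one of the mean or replicate conditions met; inactive = mean below 8% and not both replicates reaching 8%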;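 note: cells transiently co-express mutant CFTR-F508del with the halide-sensitive YFP; corrector assay measuring rescue of mutant channel to the surface after 24 h compound exposure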
ERp5 inh: inhibitors of ERp5-driven insulin aggregation, primary screen, biochemical, turbidity, absorbance 650 nm, single point; inhibition, % at 9.99 µM; 90 min; Protein disulfide-isomerase A6 (Homo sapiens), Q15084; hit rate 0.05% among 350,000;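 active = mean replicate inhibition above about 25%, with every replicate also reaching it, limit read from the data, passing the limit was not always enough; inconclusive = only one of those two criteria met; inactive = neither criterion met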
Target sequence (Q15084 whole entry, looked up): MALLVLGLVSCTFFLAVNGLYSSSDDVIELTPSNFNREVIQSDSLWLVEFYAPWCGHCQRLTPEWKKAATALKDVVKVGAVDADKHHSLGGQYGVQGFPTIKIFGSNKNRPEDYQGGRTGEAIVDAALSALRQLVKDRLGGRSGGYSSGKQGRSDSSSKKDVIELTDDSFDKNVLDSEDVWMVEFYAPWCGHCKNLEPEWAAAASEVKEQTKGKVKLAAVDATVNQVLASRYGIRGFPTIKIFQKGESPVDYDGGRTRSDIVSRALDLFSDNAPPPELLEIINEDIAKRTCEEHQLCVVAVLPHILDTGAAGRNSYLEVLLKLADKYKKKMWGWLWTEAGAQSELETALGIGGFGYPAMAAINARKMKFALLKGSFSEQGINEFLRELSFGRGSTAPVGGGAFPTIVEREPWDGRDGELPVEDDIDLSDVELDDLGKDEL
INS-1E GSIS act: GLuc luminescence reporter in INS-1E cells, primary screen for activators of glucose-dependent secretion of insulin; INS-1E GLuc reporter insulin secretion, 2-3 h; activation, % at 16.6 µM; hit rate 0.61% among 370,000; AID 743287, 2014;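 active = lowest replicate activation of at least 40%, so every replicate reaches that level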;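 note: 0% = median of neutral control wells and 100% = median of IBMX positive control wells; some compounds called inactive have numbers as strong as hits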
* = called active by the depositor; ? = inconclusive; · = no result given; & = joins results of further samples.

SMILES	PAX8 reporter	Xi reactivation	DENV2 CPE rescue	EWS-Fli block	ARNT-TACC3 inh	CFTR F508del cor	ERp5 inh	INS-1E GSIS act
Cc1cc(CN2CCC(n3nccc3NC(=O)c3ccccc3Cl)CC2)cc(C)c1O	-6.6	-0.1	?	·	2.3	1.1	-2.0	-8.6
C[C@H](CO)N1C[C@H](C)[C@H](CN(C)C(=O)Cc2ccccc2)Oc2cc(C3=CCCCC3)ccc2S1(=O)=O	·	-0.3	-0.3	9.8	-9.3	0.9	-1.2	-26.9
CCOc1ccc(S(N)(=O)=O)cc1-c1nc2c(C(C)(C)C)nn(C)c2c(=O)[nH]1	-14.2	0.0	3.9	2.5	-2.1	3.0	1.8	2.2
O=C(Cn1cc(C(F)(F)F)ccc1=O)N/N=C/c1ccc(Cl)cc1Cl	10.6	-0.1	·	·	-7.6	·	·	-15.1
COc1ccc(S(=O)(=O)N2CCCC2CNC(=O)C(=O)Nc2ccc(F)cc2)cc1 (stereo not drawn)	-36.3	0.9	2.6	-36.5	-5.4	1.5	0.1	-20.3
COc1ccc(CCC(=O)Nc2cc3c4c(c2)CCC(=O)N4CCC3)cc1	-6.4	-0.1	4.9	6.3	3.0	-1.5	2.0	-14.9
NC(=O)C1CCN(CC(=O)Nc2ccc3c(c2)OCO3)CC1	-6.9	0.2	5.8	-14.1	·	-0.9	-0.7	6.9
Cc1ccccc1Nc1nnc(SCC(=O)c2c(N)n(C3CC3)c(=O)[nH]c2=O)s1	33.6	-0.7	0.2	5.6	-5.3	-2.6	-5.5	3.7
CCCCNC(=O)c1[nH]c(C)c(C(C)=O)c1C	1.4	0.2	1.0	6.0	-3.9	·	3.2	7.3
CC12C(=O)N(c3ccc(C(=O)N4CCOCC4)cc3)C(=O)C1C1c3ccccc3C2c2ccccc21 (stereo not drawn)	-3.5	0.0	14.7	2.6	·	-4.0	11.5	-29.5
Cc1ccc(Cl)cc1N1CCN(C(=S)NCc2ccco2)CC1	-0.7	-0.7	-1.5	-17.7	-3.7	-0.2	-4.2	-10.8
COc1cc(/C=C/C(=O)Nc2ccc(S(=O)(=O)Nc3ncccn3)cc2)ccc1OCC#N	21.1	0.2	0.6	-3.4	·	4.7	-1.6	16.7
COc1ccc(CC(=O)NC(C)CCc2ccccc2)cc1 (stereo not drawn)	-9.4	0.0	-5.9	-5.2	26.9	-1.8	3.4	15.5
CNC[C@H]1Oc2c(NC(=O)Nc3ccccc3)cccc2C(=O)N([C@H](C)CO)C[C@H]1C	32.6	0.3	6.2	-6.8	-0.9	5.1	1.9	-5.9
CCOn1c(=O)c(-c2ccc(Br)cc2)[n+]([O-])c2ccccc21	3.8	0.2	3.3	-5.5	-15.6	2.1	2.3	2.5

An excerpt from above, reduced to INS-1E GSIS act, ARNT-TACC3 inh and Xi reactivation:
| canonical_smiles | INS-1E GSIS act | ARNT-TACC3 inh | Xi reactivation |
| --- | --- | --- | --- |
| CCCCNC(=O)c1[nH]c(C)c(C(C)=O)c1C | 7.3 | -3.9 | 0.2 |
| COc1ccc(CC(=O)NC(C)CCc2ccccc2)cc1 (stereo not drawn) | 15.5 | 26.9 | 0.0 |

The results go on.
SMILES	PAX8 reporter	Xi reactivation	DENV2 CPE rescue	EWS-Fli block	ARNT-TACC3 inh	CFTR F508del cor	ERp5 inh	INS-1E GSIS act
COc1cc(C(=O)OCC(=O)N2CCOCC2)c([N+](=O)[O-])cc1OC	8.8	0.3	-3.0	-0.8	·	-0.8	-10.4	1.2
Cc1noc(C)c1NC(=O)N(C)C[C@H]1Oc2ccc(NS(=O)(=O)c3ccccc3)cc2C(=O)N([C@H](C)CO)C[C@@H]1C	3.1&-25.9	-0.9&0.0	13.6&-8.7	-12.7&-7.4	-1.3	-4.2&-0.1	3.3&-2.2	14.2&-0.4
CC12CCC(=O)C=C1CCC1C2C(=O)CC2(C)C1CC[C@]2(O)C(=O)CO (stereo partly drawn)	3.6	0.2	-3.2	-3.2	2.6	-1.7	1.2	·
COc1ccc(CNC(=O)c2nnn(Cc3ccc(OC)cc3)c2N)cc1	-6.8	0.1	0.4	-0.1	1.6	3.2	0.1	-7.8
N#C[C@H]1[C@@H](c2ccccc2C2=CCCC2)[C@H](CO)N1C(=O)c1ccccn1	·	0.0	5.9	3.0	·	-1.4	-1.5	3.5
CN(C)CCCNC(=O)C[C@H]1CC[C@H](NC(=O)c2ccccc2F)[C@H](CO)O1	-5.6	-0.5	14.7	-4.5	-3.0	1.7	-3.9	1.5
CN(C)CCCCCCN(C)C	·	·	2.7	-1.2	·	0.6	5.7	21.6
CC1(Cc2ccc(Cl)s2)C(=O)Nc2c(Cl)ccc(Cl)c21 (stereo not drawn)	15.4	0.0	-8.2	4.1	·	-1.5	2.3	·
CCCC(=O)Nc1ccc2c(c1)C(=O)N(C)C[C@H](OC)[C@H](C)CN[C@@H](C)CO2	-12.8	0.6	-6.9	2.5	-6.3	·	1.4	8.7
OCCNc1ncnc2c1ncn2[C@H]1CN(Cc2ccc(Cl)cc2)C[C@@H](CO)O1	-0.2	0.0	-5.6	-0.6	·	0.8	0.7	13.7
COc1ccc(-c2ccc3n(c2=O)C[C@@H]2[C@@H](CO)[C@H](C(=O)N(C)C)N(CC4CC4)[C@H]32)cc1	·	-0.1	8.0	-5.7	3.4	-2.0	2.9	5.3
C=CCNC(=O)C1CC(=O)N(c2ccc(OCc3ccccc3Cl)cc2)C1 (stereo not drawn)	9.4	0.2	17.7	-74.7	7.6	-1.2	-0.3	-1.6
O=C(CSc1ncccc1-c1nc2ccccc2[nH]1)N1CCCCC1	·	·	-2.4	-11.7	2.6	0.1	8.5	-8.4
CNC(=O)C[C@@H]1CC[C@H]2[C@H](COc3ccc(NS(=O)(=O)c4ccc(F)cc4)cc3C(=O)N2C)O1	2.9	0.1	-6.4	-0.3	-4.5	-1.5	·	-4.9
NCC[C@H]1CC[C@@H](NS(=O)(=O)c2ccc(Cl)cc2)[C@@H](CO)O1	-12.3	0.3&0.0	-2.8	3.8	9.1	2.2	-1.9	9.8&5.5
O=C(CSc1nc(=O)n2ccccc2n1)Nc1cccc2ccccc12	32.8	0.0	0.1	13.4	3.5	-2.7	-2.5	-3.5
CC1C(=O)N2CCCc3cc(NC(=O)COc4ccc(Cl)cc4)cc1c32 (stereo not drawn)	-1.9	0.1	-6.4	-0.2	5.0	2.1	-5.6	-26.5
COC(=O)CCC(C)N1CCC(Oc2ccc(C(=O)N3CCCC3)cc2)CC1 (stereo not drawn)	6.5	0.0	11.8	6.6	9.4	0.1	-23.0	17.5
CCc1nccn1CCC(=O)NC1CC(C)(C)Cc2c1cnn2-c1cccc(F)c1 (stereo not drawn)	-0.4	0.1	2.9	-0.1	-8.7	1.0	0.3	7.3
NS(=O)(=O)c1ccc(CCNC(=O)C2CCC(Cn3c(=S)[nH]c4ccccc4c3=O)CC2)cc1 (stereo not drawn)	18.9	-0.2	2.1	0.9	-5.5	0.6	-0.7	-4.6
COCC(=O)N(C)C[C@H]1Oc2ncc(-c3ccc(F)cc3)cc2C(=O)N([C@H](C)CO)C[C@@H]1C	·	0.0	10.8	-6.9	37.4	1.7	0.4	5.0
O=C(C[C@@H]1CC[C@@H]2[C@H](COC[C@H](O)CN2Cc2cccc(F)c2)O1)NCc1cccc(F)c1	-24.1	0.0	-9.0	15.6	3.5	0.8	1.3	9.8
Cn1c(SCC(=O)Nc2ccc3c(c2)OCCO3)nnc1C(F)(F)F	-10.1	0.2	-0.3	-11.1	-16.6	0.9	3.9	·
O=C(NCC(=O)N1CCN(c2ccc(C(F)(F)F)cn2)CC1)c1ccc(Br)o1	7.9	0.5	-2.3	5.9	·	0.2	-6.7	-7.4
CCCCCCCCNCCS(=O)(=O)NCCCCCCCC	15.2	0.0	-6.4	11.9	-4.7	-1.1	-2.5	682.0*
COc1ccc(C2(C)NC(=O)N(CC(=O)c3cc(C)n(C4CC4)c3C)C2=O)cc1 (stereo not drawn)	2.2	-0.1	36.8*	-3.4	3.5	-2.7	-3.8	18.1
Cc1ccc(NC(=S)NC(C)CCc2ccccc2)cc1C (stereo not drawn)	14.1	0.2	17.4	-2.0	-3.2	·	5.3	-14.9
CNc1ccc2ncc(-c3ccc(OC)c(OC)c3)n2n1	-52.6	0.0	-7.0	-1.4	·	0.6	10.3	34.9
COc1ccc(CNC(=O)COc2ccc(S(=O)(=O)N3CCOCC3)cc2C)cc1	-5.4	0.1	2.2	-1.5	-1.2	3.0	3.4	13.6
Cc1sc2ncn(CC(=O)NCCCOC(C)C)c(=O)c2c1S(=O)(=O)N1CCN(c2ncccn2)CC1	-8.8	0.2	2.5	-5.8	1.1	-1.5	4.0	-1.6
COc1cc(C(=O)/C=C/c2cccnc2)ccc1O	23.2	0.0	-5.2	-9.6	-1.2	-2.5	4.9	-19.0
O=C(CC1C(=O)NCCN1Cc1ccoc1)NCc1cccc(OC(F)(F)F)c1 (stereo not drawn)	7.6	0.0	13.4	1.0	-0.8	-1.4	5.0	-9.4
Cc1ccc(NC(=O)CN2C(=O)CC(C)S(=O)(=O)c3ccccc32)cc1 (stereo not drawn)	-13.8	0.0	-5.9	1.0	-0.5	0.1	0.7	-7.4
COCC#Cc1cnc2c(c1)C(=O)N([C@@H](C)CO)C[C@@H](C)[C@@H](CN(C)C(=O)Nc1ccc(OC)cc1)O2	15.4	-0.7	-9.6	-2.3	4.9	-0.9	-2.2	16.8
CCC(=O)Nc1ccc2c(c1)C(=O)N(C)C[C@H](OC)[C@@H](C)CN(Cc1ccccc1OC)[C@H](C)CO2	7.9	0.0	-3.3	-6.9	-2.4	·	-1.0	-6.9
CS(=O)(=O)N1[C@@H]2c3ccc(-c4ccc(F)cc4)c(=O)n3C[C@H]1[C@H](CO)[C@H]2C(=O)N1CCOCC1	·	0.6	115.4*	-2.3	·	·	-3.3	7.8
Nc1cccc(-c2csc(-n3ncc(C(=O)O)c3C(F)(F)F)n2)c1	32.9	0.0	11.2	4.2	-0.1	-3.7	3.0	-12.9
O=C1C2C3C=CC(CNS(=O)(=O)c4ccccc4[N+](=O)[O-])(O3)C2C(=O)N1c1ccccc1 (stereo not drawn)	5.0	3.8	·	-15.2	-1.1	-2.1	0.9	-1.4
Cc1ccc(S(=O)(=O)N(C)C[C@@H]2OCCCC[C@H](C)Oc3ccc(NS(=O)(=O)c4cn(C)cn4)cc3C(=O)N([C@@H](C)CO)C[C@@H]2C)cc1	2.8	0.1	-0.8	-6.1	5.5	1.6	-2.6	-23.4
C/C=C/c1ccc2c(c1)O[C@@H](CN(C)C(=O)NC1CCCCC1)[C@H](C)CN([C@H](C)CO)S2(=O)=O	-9.2	-0.2	6.1	-4.1	1.6	7.4	-6.4	-25.6
COc1cc(S(=O)(=O)NC2CC(C)(C)NC(C)(C)C2)c(OC)cc1Cl	2.1	0.2	-0.1	2.5	-4.4	-0.5	-2.1	12.2
C[C@H]1CN([C@@H](C)CO)C(=O)c2ccccc2-c2ccccc2CO[C@H]1CN(C)C(=O)Nc1ccccc1	·	0.3	-9.7	-6.8	-12.9	0.2	-2.2	-9.0
COc1ccccc1C(=O)C1CCCN(C(=O)CCn2cnnn2)C1 (stereo not drawn)	-1.9	-0.1	-7.1	-10.5	23.0	2.5	1.7	25.9
